From PubChem
NALP3 yeast inh – blocks the NALP3 inflammasome reconstituted in yeast | Yeast reconstituted NLRP3/ASC/caspase-1, beta-gal luminescence, 24 h | 0.39% of 330,000 active | AID 2825 | inhibition, % at 10 µM;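 active means inhibition of 50% or more; inactive means inhibition below 50%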;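 further: plate controls were induced DMSO wells for no effect and uninduced yeast grown without galactose for full effect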
CHOP UPR activ – activators of apoptotic arm of unfolded protein response (CHOP); CHO-CHOP luciferase reporter, UPR activation, luminescence; percent of tunicamycin response over DMSO baseline; activation, % at 10 µM; 0.34% of 330,000 active; AID 449763;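 active means at 10 µM dose, activation of 40% or more, normalized to positive control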;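 further: 100% = tunicamycin at 10 µg/mL and 0% = DMSO alone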
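System: CHO CHOP reporter cells. Amount: 500 cells per well. Buffer or medium: F12 medium, 10% FBS. Compound dosing: one dose, 10 µM in 0.5% DMSO. Incubation: 6 h compound exposure at 37 °C after overnight seeding. Technique: Steady-Glo luciferase luminescence. Benchmarks: tunicamycin and DMSO controls.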
TIM10 inh – TIM10 yeast growth inhibition. S. cerevisiae TIM10 strain growth, BacTiter-Glo luminescence, 24 h. inhibition, % at 10 µM. 1.4% of 330,000 active;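 active means inhibition of 40% or more at the single tested concentration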;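 further: wild-type TIM10 isogenic control strain grown at permissive 25 °C; 0% = DMSO yeast wells and 100% = minimal medium wells without yeast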
XBP1 UPR activ – activators of adaptive arm of unfolded protein response (XBP1); 0.33% of 330,000 active; CHO-XBP1 luciferase reporter, IRE1-XBP1 UPR activation, luminescence; percent of tunicamycin response, DMSO as zero; AID 463104; activation, % at 20 µM;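 active means versus positive control, 20 µM dose yields 30% or more activation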;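 further: 100% = tunicamycin at 10 µg/mL and 0% = DMSO only wells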
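Material: CHO-XBP1 cells stably carrying IRE1-XBP1-driven luciferase reporter | Medium: F12 with 10% serum | Compound dosing: 20 µM single concentration, DMSO 1% | Incubation: Overnight seeding at 37 °C, 6 h compound treatment at 37 °C | Detection: Steady-Glo luminescence read | Read-out basis: % activation of reporter signal versus tunicamycin and DMSO controls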
GRIN3A LBD mod – modulators (binders) of human NR3A ligand-binding domain | NR3A LBD differential scanning fluorimetry, Tm shift; 0% = protein alone, 100% = glycine-bound protein | Tm shift relative to glycine control, % at 25 µM | 2.5% of 340,000 active | AID 1259313;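 active means melting temperature shift of at least 10% of the positive control shift, at one fixed dose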
tim10-1 inh – tim10-1 yeast growth inhibition. S. cerevisiae tim10-1 ts strain growth, BacTiter-Glo, 24 h. inhibition, % at 20 µM. 2.2% of 330,000 active;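 active means inhibition of at least 40%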;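 further: mutant grown at 25 °C; 0% = DMSO wells with yeast and 100% = wells holding no yeast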
APJ ag – agonists of human APJ apelin receptor. P35414. CHO-K1 APJ PathHunter beta-arrestin, luminescence; 0% DMSO wells, 100% apelin. activation, % at 20 µM. 0.11% of 330,000 active. AID 2520;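 active means activation more than six SD over the plate average, tested at 20 µM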;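 further: 0% = DMSO alone and 100% = apelin-13 at 10 nM; some results filed as inactive read as strong as hits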
Target sequence (P35414 whole entry, looked up): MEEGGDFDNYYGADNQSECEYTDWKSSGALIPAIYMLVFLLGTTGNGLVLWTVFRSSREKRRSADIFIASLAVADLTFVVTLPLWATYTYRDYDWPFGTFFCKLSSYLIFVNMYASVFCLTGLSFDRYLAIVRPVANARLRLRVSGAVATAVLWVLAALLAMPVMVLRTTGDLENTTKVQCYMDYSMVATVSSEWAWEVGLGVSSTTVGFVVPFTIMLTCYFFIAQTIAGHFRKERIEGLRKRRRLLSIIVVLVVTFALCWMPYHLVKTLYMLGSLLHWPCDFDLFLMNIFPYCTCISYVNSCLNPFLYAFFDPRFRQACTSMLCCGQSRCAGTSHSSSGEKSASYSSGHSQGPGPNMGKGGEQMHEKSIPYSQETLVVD
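Test system: CHO-K1 APJ beta-arrestin complementation cell line | Compound: Single test compound dose, 20 µM final, 1% DMSO | Incubation: Compound 90 min 25 °C, reagent 1 h | Measured by: beta-gal luminescence | Read-out basis: APJ–arrestin association signal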
Mdm2 MdmX PPI – inhibitors of human Mdm2/MdmX interaction; O15151+Q00987; inhibition, % at 8 µM; 3% of 330,000 active; SaOS-2 split-luciferase Mdm2/MdmX complementation, luminescence;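 active means inhibition of at least 50% at 8 µM in the primary screen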
tim23-1 inh – tim23-1 yeast growth inhibition; 1.3% of 330,000 active; AID 463212; S. cerevisiae tim23-1 growth, BacTiter-Glo luminescence, 24 h; inhibition, % at 20 µM;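 active means growth inhibition of the mutant yeast at or above 50%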;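 further: temperature-sensitive mutant grown at 25 °C; plate controls were DMSO-treated mutant yeast for no effect and medium wells lacking yeast for full effect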
Starred values were filed as active, the others as inactive. Random draw from the library, and some 8.2% of all compounds hit somewhere here.

SMILES | NALP3 yeast inh | CHOP UPR activ | TIM10 inh | XBP1 UPR activ | GRIN3A LBD mod | tim10-1 inh | APJ ag | Mdm2 MdmX PPI | tim23-1 inh
O=C(CN1C(=O)CCC1=O)Nc1ccc(Br)cc1 | 13 | 1.7 | -3 | -1 | -4 | 5 | 6 | -28 | 26
CCN(CC)CC(=O)Nc1sc(C)cc1C(=O)c1ccccc1 | 22 | -1.0 | 12 | -2 | 1 | 7 | -4 | 14 | 35
CCOc1cccc(C(=O)Nc2ccc(NC(=O)c3cc4ccccc4o3)c(OC)c2)c1 | 15 | 3.9 | -12 | 17 | 2 | -6 | 20* | -7 | -11
Cc1cc(C)c(C(=O)N2CCCC(N3CCN(c4cccc(C(F)(F)F)c4)CC3)C2)o1 (stereo not drawn) | 0 | -0.4 | 20 | -8 | 0 | 44* | 4 | 5 | 24
CCOC(=O)C1(CCCc2ccccc2)CCN(C(=O)CCC2=NNC(=O)CC2)CC1 | -5 | 1.1 | 20 | -2 | 2 | 18 | 2 | 6 | 15
Cc1cnc(NC(=O)CSc2nnc(-c3ccccc3)n2Cc2ccccc2)s1 | 9 | 0.9 | 9 | 0 | -1 | 10 | 4 | 14 | 6
Cc1c(NC(=S)NC(=O)C(C)(C)C)c(=O)n(-c2ccccc2)n1C | 3 | 0.8 | 6 | 0 | -2 | 7 | 0 | 20 | 2
O=C(CNS(=O)(=O)c1ccccc1)NCc1ccccn1 | 3 | -2.1 | -11 | 2 | 0 | 10 | -3 | -2 | 2
Cc1sc2ncn(CC(=O)N3CCC(C(N)=O)CC3)c(=O)c2c1S(=O)(=O)N1CCOCC1 | 13 | 2.0 | 2 | 4 | -1 | -6 | 0 | 25 | 9
CCc1ccc(OCC(=O)NC(=S)Nc2ccc(F)cc2)c(Br)c1 | 16 | 1.3 | 1 | 2 | 5 | -3 | 0 | -2 | 8
COC(=O)C(C)Sc1ncnc2c1c(-c1ccccc1)cn2-c1ccc(OC)cc1 (stereo not drawn) | 1 | 0.3 | 18 | -1 | 4 | 22 | 0 | 30 | 21
CCN(CC)C(=O)C(=O)c1cn(CC(=O)NCc2ccc3c(c2)OCO3)c2ccccc12 | -7 | -0.1 | 11 | -4 | 0 | 14 | 0 | 11 | 9
CCOc1ccccc1C(=O)Nn1c(C2CCC2)nc2ccccc2c1=O | 13 | -0.9 | 21 | 0 | -3 | 32 | -4 | 8 | 48
CCN1CCN(C(=O)C(C)Oc2ccc(S(=O)(=O)N3CCCC3)cc2C(N)=O)CC1 (stereo not drawn) | 11 | -0.9 | 4 | -3 | 0 | 2 | 1 | -10 | 7
Nc1nonc1-n1nnc(C(=O)N/N=C/c2ccoc2)c1CSc1ccccc1 | 5 | 1.0 | 10 | -3 | 16* | 7 | 4 | 15 | -5
CCOC(=O)C1=C(N)N(c2cc(S(=O)(=O)N3CCOCC3)ccc2Cl)C(=O)C1 | 15 | 0.8 | 5 | -1 | 1 | -3 | -2 | -37 | -5
O=C(NC1CCCC1)C(c1cccs1)N(C(=O)c1ccno1)c1ccccc1 (stereo not drawn) | 9 | -4.4 | 5 | 0 | 0 | 15 | 0 | -8 | -1
CCC(C)NC(=O)c1ccccc1NC(=O)CN1C(=O)c2ccccc2S1(=O)=O (stereo not drawn) | 3 | 2.6 | 8 | 0 | 0 | 14 | -2 | 3 | 12
CC1CCc2cc(F)ccc2N1C(=O)c1ccncc1 (stereo not drawn) | 2 | -0.2 | -3 | -1 | 2 | 0 | -2 | 12 | -4
Cc1ccc(NC(=O)Nc2cc(-c3ccccc3)nn2C)cc1Cl | 11 | -0.8 | 19 | -2 | 48* | 3 | 0 | 7 | 25
CC(Oc1ccccc1)C(=O)N1CCN(c2ccc(N3CCCCC3)nn2)CC1 (stereo not drawn) | 0 | 1.3 | -11 | -2 | 3 | -3 | 2 | -14 | -11
O=C(N/N=C/c1ccc2c(c1)OCO2)c1ccc(NS(=O)(=O)c2cccs2)cc1 | -8 | 1.7 | 1 | 0 | 2 | 17 | 0 | 19 | -10
CCOCCn1c(CN2CCc3ccccc3C2)nc2c1c(=O)n(C)c(=O)n2C | 18 | -1.2 | 25 | -2 | -1 | 17 | 1 | 32 | 17
Cc1nc(Cl)sc1C(=O)Nc1cccc2ccccc12 | 19 | 3.0 | 19 | 0 | -6 | 24 | 3 | -42 | 16
NS(=O)(=O)c1ccc(-c2ccc(/C=N/Nc3ccc(C(=O)O)cc3)o2)cc1 | 6 | -2.9 | -11 | -1 | 3 | -4 | 3 | -9 | 23
O=C(CC1CC2CCC1C2)N1CCN(S(=O)(=O)c2ccccc2[N+](=O)[O-])CC1 (stereo not drawn) | 23 | -0.7 | 11 | -2 | -2 | 2 | -1 | -26 | 24
Cc1ccnc2nc(C(=O)OCC(=O)N(CC(C)C)CC(C)C)nn12 | 3 | -1.4 | 2 | 0 | 0 | 13 | -1 | -12 | 17
NC(=O)CSc1ccc(S(=O)(=O)N2CCCCC2)cn1 | 7 | 0.2 | 10 | -1 | 0 | -1 | -3 | 0 | -1
Cc1occc1C(=O)NCCCCNC(=O)c1ccoc1C | 2 | 0.6 | 4 | -1 | -1 | 7 | 1 | 10 | 9
CCCCn1c(SCC(=O)Nc2nnc(C)s2)nc2c1c(=O)n(C)c(=O)n2C | 3 | 1.1 | 8 | 1 | 1 | 1 | -5 | -17 | 9
COc1ccc(NC(=O)c2ccc(COc3ccccc3OC)o2)cc1OC | 4 | 0.8 | 23 | -3 | -7 | 11 | 5 | 4 | 27
CCOc1ccc(/C=N/N2C(C)CCCC2C)cc1OC (stereo not drawn) | 14 | -1.5 | -10 | -9 | 5 | 10 | -2 | 15 | 0
Cc1cc(C)nc(N2CCN(C(=O)CCC(=O)Nc3nnc(CC(C)C)s3)CC2)n1 | 21 | 2.7 | -14 | 0 | 0 | 5 | 1 | -1 | 10
CCOC(=O)C(=O)NCC(c1cccs1)S(=O)(=O)c1ccc(C)cc1 (stereo not drawn) | 13 | -0.8 | 7 | 0 | 0 | -19 | -1 | -5 | -8
O=C(CC(c1ccccc1)c1ccccc1)Nc1ccc(Cl)cn1 | 0 | 2.0 | 1 | -3 | -4 | 14 | -4 | 59* | 7
Cc1ccc(C(=O)Nc2ccccc2C(=O)NC2CCCCC2)cc1S(=O)(=O)N1CCOCC1 | 26 | 1.8 | 6 | -1 | -7 | 35 | 4 | 2 | 20
COc1ccccc1NC(=O)CSc1ccc2nnc(-c3ccncc3)n2n1 | 8 | 1.8 | 4 | 1 | 2 | 6 | -3 | 2 | 3
COc1ccc(CN2CCNC(=O)C2CC(=O)N(C)Cc2nccs2)cc1OC (stereo not drawn) | 23 | 1.6 | 0 | -4 | 2 | -23 | -3 | -4 | -7
CCN1CCN(Cc2ccc(NC(=O)c3ccc(C)c(NC(=O)c4csc(-c5ccncc5)n4)c3)cc2C(F)(F)F)CC1 | 12 | 2.8 | 9 | -3 | -12 | 9 | 5 | 46 | 15
NS(=O)(=O)c1ccc(CNC(=O)C(c2ccccc2)c2ccccc2)cc1 | -3 | 0.2 | 2 | -4 | 0 | -1 | -2 | 16 | 3
O=[N+]([O-])c1ccc(-c2cnc(NO)nc2)cc1 | 12 | -0.9 | 19 | 0 | 0 | 20 | 1 | 2 | 26
COc1cccc(NC(=O)CN2C(=O)NC(C)(CCC(C)C)C2=O)c1 (stereo not drawn) | 1 | -3.1 | -4 | 0 | -2 | 6 | -4 | 1 | 13
NCCCC[C@H]1CN=C(N)N1CCC12CC3CC(CC(C3)C1)C2 | 25 | -0.4 | -29 | 3 | 1 | -27 | 6 | -28 | -48
CCOC(=O)N1CCN(C(=O)COc2cccc3c2CCN(Cc2ccccc2C)C3=O)CC1 | 8 | 0.9 | 2 | -6 | -3 | 18 | -1 | 8 | 9
O=C(Nc1cc(Cl)ccc1Cl)N1CCCC1 | 18 | -0.2 | 8 | -3 | -4 | 23 | -1 | 4 | 9
CN(C)CCn1c2ccccc2c2nc3ccc([N+](=O)[O-])cc3cc21 | 21 | -0.4 | 9 | 8 | -4 | -8 | -4 | 100* | 9
Cc1cccc(NC(=O)C2CCN(c3ncnc4c3nc3n4CCCCC3)CC2)n1 | 28 | 0.2 | 12 | -6 | -2 | 19 | -5 | 3 | 16
Nc1cc(=O)[nH]c(SCC(=O)N2CCCCC2)n1 | 4 | -0.2 | 2 | 3 | -1 | 1 | 1 | -7 | 7
CCc1ccccc1N(CC(=O)N1CCCC1)S(C)(=O)=O | 12 | -2.9 | -2 | -1 | 0 | 1 | -2 | 6 | 2
Cc1ccc(NC(=O)c2cnn(-c3ccccc3)c2NC(=O)c2ccco2)cc1 | 15 | 1.6 | 3 | -2 | 2 | 10 | -2 | 23 | 17
Cc1c(NS(=O)(=O)c2ccc(Cl)c(C(=O)OC(C)C(=O)NCc3ccco3)c2)c(=O)n(-c2ccccc2)n1C (stereo not drawn) | -5 | 3.1 | 7 | -2 | -1 | -2 | -3 | 13 | 11
COc1ccc(C)cc1S(=O)(=O)N(C)CC(=O)N1CCCCC1 | 15 | -0.1 | 16 | -3 | -1 | 22 | 2 | 15 | 15
C[C@H](NC(=O)c1ccc(C(C)(C)C)cc1)C(=O)N1CCC2(CC1)NCCc1[nH]cnc12 | 18 | -0.2 | -1 | -6 | 2 | -2 | -3 | 1 | -35
COc1ccc(-c2n[nH]c(=S)n2-c2cc(OC)ccc2OC)cc1 | 7 | 0.1 | 13 | -1 | 1 | 17 | -3 | 24 | 4
COc1ccc(/C=C/C(=O)NC2=NCCS2)cc1OC | -5 | 3.7 | 8 | 4 | 0 | -22 | -2 | -11 | 2
CC(C)(C)c1nnc2sc(SCC(=O)c3cccs3)nn2c1=O | 1 | 2.2 | 17 | 0 | -3 | 28 | -4 | 10 | 46
CC1(c2ccccc2Cl)NC(=O)N(CC(=O)NCc2ccco2)C1=O (stereo not drawn) | 2 | 1.5 | 12 | 4 | -1 | 5 | -4 | -18 | 14
CCn1ccnc1CN1CCN(CC(C)C)C(CCO)C1 (stereo not drawn) | -6 | -1.7 | -18 | -3 | -3 | 4 | -1 | 19 | 1

Molecules listed so far with bromine, in the order listed:
SMILES | NALP3 yeast inh | CHOP UPR activ | TIM10 inh | XBP1 UPR activ | GRIN3A LBD mod | tim10-1 inh | APJ ag | Mdm2 MdmX PPI | tim23-1 inh
O=C(CN1C(=O)CCC1=O)Nc1ccc(Br)cc1 | 13 | 1.7 | -3 | -1 | -4 | 5 | 6 | -28 | 26
CCc1ccc(OCC(=O)NC(=S)Nc2ccc(F)cc2)c(Br)c1 | 16 | 1.3 | 1 | 2 | 5 | -3 | 0 | -2 | 8
